POLH inh: inhibitors of human DNA polymerase eta; recombinant Pol eta, fluorescent DNA replication assay; Potency, µM (top dose mostly 114 µM), inactives show at the highest dose activity change, negative = inhibition, actives largely listed as inhibitors; hit rate 1.2% among 390,000; AID 588591; also: potency is read from the fitted curve at half-maximal effect; % is scaled to controls: 0 for no effect and ±100 for the full control effect
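Fluorescent replication assay: 50 nM final substrate added after a 15 min room-temperature compound preincubation with 10 nM enzyme. Signal taken at 0 min and again at 10 min.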
RXFP1 antag: antagonists of human relaxin receptor RXFP1; hit rate 0.59% among 350,000; AID 1259400; HEK293-RXFP1, relaxin-stimulated cAMP HTRF, 30 min; hits give low values; activity change, negative = inhibition, % at 57.5 µM; Q9HBX9;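 active = activity change of -60% or lower, but not beyond a set lower limit; inconclusive = change between -60% and -40%, or beyond the set limit; inactive = change above -40%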; also: % is scaled to controls: 0 for no effect and ±100 for the full control effect
Anesthetic bind: binds horse apoferritin like a general anesthetic; hit rate 0.074% among 350,000; apoferritin/1-aminoanthracene competitive binding, fluorescence; P02791; Potency, µM (series often up to 77.5 µM), inactives show at the top dose activity change, negative = displacement, hits mostly inhibitors; also: potency is read from the fitted curve at half-maximal effect; % is scaled to controls: 0 for no effect and ±100 for the full control effect; nearly all actives have a fitted effect of over 20% in size
Target sequence (P02791 2-175 limits assumed): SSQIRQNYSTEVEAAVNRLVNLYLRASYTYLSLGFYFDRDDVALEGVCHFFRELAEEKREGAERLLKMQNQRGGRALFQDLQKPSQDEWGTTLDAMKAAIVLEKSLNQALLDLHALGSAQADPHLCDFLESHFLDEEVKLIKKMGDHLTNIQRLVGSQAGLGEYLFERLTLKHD
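In PBS, apoferritin at 10 uM is loaded with 1-AMA from a 50% saturated solution. After 10 min of compound exposure at ambient temperature, reduced 535 nm fluorescence indicates probe displacement.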
PGK inhibitor: T. brucei PGK inhibition; Potency, µM (top dose mostly 57.5 µM), without a hit: top-dose activity change, negative = inhibition, actives largely listed as inhibitors; hit rate 0.043% among 380,000; P07378; PGK/GAPDH coupled, Kinase-Glo luminescence, 60 min; AID 602233; also: potency is read from the fitted curve at half-maximal effect; % is scaled to controls: 0 for no effect and ±100 for the full control effect; nearly all actives have a fitted effect of over 60% in size
Target sequence (P07378 whole entry, looked up): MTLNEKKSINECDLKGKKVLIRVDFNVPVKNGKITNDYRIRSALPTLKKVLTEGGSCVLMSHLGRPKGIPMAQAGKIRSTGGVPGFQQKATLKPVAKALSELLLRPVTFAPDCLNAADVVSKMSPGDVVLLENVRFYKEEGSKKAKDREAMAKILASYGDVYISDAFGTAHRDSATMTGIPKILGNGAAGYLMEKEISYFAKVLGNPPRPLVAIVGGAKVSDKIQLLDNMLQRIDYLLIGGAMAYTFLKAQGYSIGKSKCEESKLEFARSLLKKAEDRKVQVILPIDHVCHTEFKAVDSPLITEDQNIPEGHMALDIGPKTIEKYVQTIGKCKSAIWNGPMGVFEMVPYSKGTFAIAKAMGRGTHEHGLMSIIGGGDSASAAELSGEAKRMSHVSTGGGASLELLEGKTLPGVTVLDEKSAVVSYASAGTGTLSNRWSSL
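Luminescent ATP detection (Kinase-Glo Plus) follows a 60-minute room-temperature incubation, with wells lacking PGK as controls. Buffer: 100 mM TEA (pH 7.6), 5 mM MgCl2, 0.01% Tween-20. Coupling enzyme GAPDH (100 nM final) supplies unstable 1,3-BPG in-well.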
POLI inh: blocks human DNA polymerase iota activity; Q9UNA4; Pol iota fluorescent replication assay, 10 min; Potency, µM (top dose mostly 115 µM), for inactives: top-dose activity, negative = inhibition, usual class: inhibitors; hit rate 1% among 390,000; also: potency is read from the fitted curve at half-maximal effect
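Fluorescent replication assay read twice, at 0 min and 10 min after adding 50 nM (final) substrate. Enzyme (10 nM) and compounds were first incubated 15 min at room temperature; enzyme-free buffer wells were negative controls.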
APE1 inh: inhibitors of human APE1 endonuclease; recombinant APE1, TAMRA/BHQ-2 abasic DNA cleavage fluorescence; Potency, µM (series often up to 65.8 µM), for the others: at the highest dose activity change, negative = inhibition, actives largely listed as inhibitors; hit rate 0.35% among 350,000; AID 2517;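 also: potency is read from the fitted curve at half-maximal effect; plate controls were vehicle for no effect and reference inhibitor for full effect; nearly all actives have a fitted effect of over 55% in size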
Target sequence (P27695 whole entry, looked up): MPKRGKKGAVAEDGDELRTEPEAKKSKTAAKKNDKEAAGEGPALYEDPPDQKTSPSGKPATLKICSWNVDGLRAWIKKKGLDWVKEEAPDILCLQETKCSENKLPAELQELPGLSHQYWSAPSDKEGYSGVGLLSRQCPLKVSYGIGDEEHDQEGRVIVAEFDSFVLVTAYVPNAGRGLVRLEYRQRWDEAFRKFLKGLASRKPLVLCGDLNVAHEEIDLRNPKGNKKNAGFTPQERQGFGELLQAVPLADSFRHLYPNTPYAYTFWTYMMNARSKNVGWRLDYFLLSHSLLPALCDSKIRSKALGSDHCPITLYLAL
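0.75 nM APE1 + cpd, 15 min RT; start w/ 50 nM TAMRA/BHQ-2 THF-abasic dsDNA; kinetic fluor 525/598 nm ×3 reads @60 s; Δ(read3−read1); normalized to DMSO and NSC13755 control wells.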
Pol kappa inh: blocks human DNA polymerase kappa activity; hit rate 0.53% among 400,000; AID 588579; Potency, µM (doses to about 107 µM), inactives show at the highest dose activity, negative = inhibition, hits mostly inhibitors; purified Pol kappa, fluorescent DNA synthesis assay, 10 min; Q9UBT6; also: potency is read from the fitted curve at half-maximal effect; % is scaled to controls: 0 for no effect and ±100 for the full control effect
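10 nM Pol kappa was preincubated with compounds for 15 min at room temperature. Reaction started with 50 nM (final) substrate. Fluorescence read kinetically at 0 and 10 min.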
BLM helicase inh: inhibitors of human Bloom syndrome helicase BLM; P54132; recombinant BLM DNA unwinding, fluorescence dequenching; Potency, µM (titrated, usually from 56.1 µM), inactives show at the top dose activity change, negative = inhibition, actives largely listed as inhibitors; hit rate 0.2% among 350,000; AID 2528;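 also: potency is read from the fitted curve at half-maximal effect; plate controls were vehicle for no effect and no enzyme for full effect; nearly all actives have a fitted effect of over 35% in size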
Pol beta inh: blocks human DNA polymerase beta activity; P06746; Pol beta primer extension/strand displacement, fluorescence kinetic; Potency, µM (top dose mostly 114 µM), inactives show top-dose activity change, negative = inhibition, hits mostly inhibitors; hit rate 1.3% among 340,000; AID 485314; also: potency is read from the fitted curve at half-maximal effect; % is scaled to controls: 0 for no effect and ±100 for the full control effect
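Pol beta (10 nM) was preincubated with compound for 15 min at room temperature. The reaction was then started with 50 nM substrate and read immediately and after a further 10 min at room temperature.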
* = called active by the depositor; i = inactive; ? = inconclusive; . = no result given; [ ] = remark or other dose. Unless noted, calls follow the shape of the dose curve; as a rule, active = well fitted curve in the direction sought with a large enough effect; inconclusive = small, poorly fitted or top-dose-only effect, or another doubt; inactive = no such curve, though single readings can be large; an effect the other way counts as inactive or inconclusive.

SMILES	POLH inh	RXFP1 antag	Anesthetic bind	PGK inhibitor	POLI inh	APE1 inh	Pol kappa inh	BLM helicase inh	Pol beta inh
CC(C)NC(=O)C1CCN(Cc2cnn(-c3ccccc3)c2-n2cccc2)CC1	-10%	-2	-5%	-3%	-11%	-2%	-9%	1%	0%
NC(=O)CSc1ncnc2c1cnn2Cc1ccccc1	1%	4	6%	i	14%	2%	2%	-3%	14%
COC(=O)c1cc(=O)nc2sc(-c3ccc(F)cc3)nn12	-10%	-13	-14%	i	9%	-3%	-1%	0%	11%
COc1ccccc1OCC(=O)N/N=C1\CCCCc2ccccc21	-5%	-10	-8%	i	33%[activator]	-3%	-4%	-2%	-1%
CN(C(=O)c1ccc(COc2ccccc2Cl)o1)c1ccccc1	-11%	-33	-18%	7%	-8%	26%	-18%	-6%	0%
O=C(CN1CCCCCC1)Nc1ccc(Cl)cc1F	-17%	-14	-11%	-4%	31%[activator]	-11%	5%	-1%	17%
COc1ccccc1/C=C/C(=O)OCC(=O)N1c2ccccc2CC1C (stereo not drawn)	-12%	8	.	-3%	-10%	10%	-11%	.	.
CCC(C)(C)NC(=O)C(OC(=O)c1cc2sccc2n1C)c1ccc(OC)cc1 (stereo not drawn)	-6%	7	-12%	.	31%[activator]	-2%	-2%	-1%	3%
CCOC(=O)C1CCCN(C2=NC(=O)/C(=C/c3ccc(OC)c(OC)c3)S2)C1 (stereo not drawn)	-5%	9	-10%	.	?	4%	-9%	-4%	19%
Cc1ccc(CSc2oc(-c3cccs3)nc2S(=O)(=O)c2ccccc2)cc1	-13%	-15	-7%	-1%	33%	.	-2%	-5%	18%
Fc1ccc2nc(C3CCN(Cc4nc(CC5CC5)no4)CC3)[nH]c2c1	-8%	7	-10%	-8%	14%	-1%	-4%	-6%	21%
CCC(C)NC(=O)CN1C(=O)c2cccc3cccc1c23 (stereo not drawn)	-16%	-17	3%	-3%	52%[activator]	-7%	3%	-4%	-12%

Rewritten field by field: part of the list above
> COc1ccccc1/C=C/C(=O)OCC(=O)N1c2ccccc2CC1C (stereo not drawn)
- POLH inh: -12%
- RXFP1 antag: 8
- Anesthetic bind: .
- PGK inhibitor: -3%
- POLI inh: -10%
- APE1 inh: 10%
- Pol kappa inh: -11%
- BLM helicase inh: .
- Pol beta inh: .

> COc1ccccc1OCC(=O)N/N=C1\CCCCc2ccccc21
- POLH inh: -5%
- RXFP1 antag: -10
- Anesthetic bind: -8%
- PGK inhibitor: i
- POLI inh: 33%[activator]
- APE1 inh: -3%
- Pol kappa inh: -4%
- BLM helicase inh: -2%
- Pol beta inh: -1%

> O=C(CN1CCCCCC1)Nc1ccc(Cl)cc1F
- POLH inh: -17%
- RXFP1 antag: -14
- Anesthetic bind: -11%
- PGK inhibitor: -4%
- POLI inh: 31%[activator]
- APE1 inh: -11%
- Pol kappa inh: 5%
- BLM helicase inh: -1%
- Pol beta inh: 17%

(cont.)
SMILES	POLH inh	RXFP1 antag	Anesthetic bind	PGK inhibitor	POLI inh	APE1 inh	Pol kappa inh	BLM helicase inh	Pol beta inh
COc1ccc(-c2noc(-c3ccccc3C(=O)NCc3ccco3)n2)cc1	-12%	-6	-12%	-2%	0%	-1%	-2%	-2%	-6%
ClC(Cl)(Cl)c1nc2ccccc2n2nncc12	-14%	18	-1%	1%	-14%	31%	1%	-4%	34%
COc1ccc(N(CC(=O)Nc2ccc(F)cc2)S(=O)(=O)c2ccccc2[N+](=O)[O-])c(OC)c1	-24%	-4	-20%	-9%	12%	-8%	0%	-8%	-11%
Cc1ccc(NC(=O)CCC(=O)N/N=C/c2ccc(O)cc2)cc1	0%	13	-10%	4%	20%	4%	-20%	-8%	15%
O=C(NN=C1CCCCCC1)c1cccnc1	2%	-3	-7%	8%	39%[activator]	6%	-1%	1%	-9%
CC(C)C(=O)Nc1nnc(-c2ccco2)s1	-16%	-5	-2%	-3%	4%[58.9 µM]	9%	-8%	-2%	-2%
CN(C)C(=O)c1cc(C(=O)c2ccc(F)cc2F)c[nH]1	-17%	-2	0%	1%	33%[activator]	-5%	-12%	0%	23%
CCC1CCCCN1C(=O)c1cc(COc2ccc3ncccc3c2)on1 (stereo not drawn)	-15%	-38	?	i	49%[activator]	-2%	3%	-2%	1%
CCOc1ccccc1C(=O)Nc1nc2c(s1)CC(C)CC2 (stereo not drawn)	3%	-14	-5%	-5%	0%	.	0%	-4%	-2%
C#Cc1ccc(CN2CCN(CCCc3ccccc3)C(CCO)C2)cc1 (stereo not drawn)	0%	-6	-11%	-9%	-3%	31%	-1%	-5%	-9%
Nc1[nH]n2c(=O)cc(-c3ccccc3)nc2c1N=Nc1ccccc1	-18%	-7	-11%	-1%	-10%	2%	-12%	-4%	-1%
C=CCn1c(SCC(=O)NCc2ccco2)nc2sc3c(c2c1=O)CCCC3	-4%	3	-9%	-9%	11%	2%	-10%	-2%	26%
C=C(C)CSc1nnc2n(Cc3ccccc3)c(=O)c3c4c(sc3n12)CCC4	-9%	1	-20%	i	11%	-3%	-5%	0%	1%
Cc1ccc(S(=O)(=O)CCC(=O)Nc2nnc(-c3cccs3)o2)cc1	0%	2	.	2%	14%	-2%	-2%	.	.
COc1ccc(N2C(=S)NC3c4cc(Cl)ccc4OC2(C)C3C(=O)N(C)C)cc1 (stereo not drawn)	-14%	-17	-5%	6%	40%[activator]	15%	-2%	-3%	20%
CC1(C)N=C(SCC(=O)Nc2ccc(Cl)cc2)C(c2ccccc2)=N1	-21%	-33	-17%	-7%	7%	-1%	-6%	-7%	0%
COc1ccc(OC)c(NC2=NC3(CCCC3)N=C(N)N2)c1	-8%	-2	1%	-2%	4%	?	-8%	3%	1%
CC(=O)N1CCN(S(=O)(=O)c2cccc(C(=O)Nc3ccc4c(c3)OCO4)c2)CC1	6%	-5	-5%	-6%	9%	?	-25%	-9%	?
CN(c1ccc(C(=O)NCCSCc2c(F)cccc2Cl)cc1)S(C)(=O)=O	-2%	0	-6%	-7%	10%	-1%	-6%	-6%	-6%
CC(C)CC(=O)c1c[nH]c(C(=O)NCc2cccnc2)c1	-12%	-25	2%	i	56%[activator]	1%	4%	0%	2%
O=C(Nc1cccc(Br)c1)c1cc2ccccc2o1	-7%	-4	-23%	-5%	?	13%	-4%[60.1 µM]	-6%	16%
CCCS(=O)(=O)N1CCCC(C(=O)NCCN(C)Cc2ccccc2)C1 (stereo not drawn)	-5%	-13	-11%	-8%	1%	-2%	4%	-1%	6%
CCOC(=O)C1=C(C)Nc2nc3ccccc3n2C1c1cccs1 (stereo not drawn)	-7%	.	3%	-1%	8%	4%	-11%	2%	1%
O=C(/C=C/c1ccc(OCCCF)cc1)NCc1ccc(Cl)c(Cl)c1	-18%	-9	-16%	i	4%	-3%	-22%	-1%	19%
CCN(CC)CCNC(=O)CCc1c(C)nc2c(c(C)nn2-c2ccc(C)c(C)c2)c1C	-20%	-30	0%	3%	45%[activator]	0%	-8%	-8%	31%
CC(C)(C)C(=O)CSc1ccc(S(=O)(=O)N2CCCC2)cn1	-8%	-1	.	2%	-10%	14%	-12%	.	.
CCN(CC)S(=O)(=O)c1ccc(N/N=C/c2ccc(OC)c(OC)c2OC)nc1	-18%	-1	3%	-2%	-7%	6%	-1%	2%	13%
COc1cccc(CNC(=O)C(=O)NCCC2CCCCN2S(=O)(=O)c2cccs2)c1 (stereo not drawn)	-8%	0	.	-3%	8%	7%	-11%	.	.
CCSc1nnc2c(n1)OC(c1ccc(C)s1)Nc1ccccc1-2 (stereo not drawn)	-8%	-7	-6%	i	-15%	.	-6%	-1%	-12%
CC1=C(C(=O)Nc2cccnc2)C(c2cccc(Br)c2)n2nc(SCc3ccccc3)nc2N1 (stereo not drawn)	-14%	.	8%	-4%	-5%	.	-7%	-2%	7%
COc1ccc2c(c1)OC(O)(C(F)(F)F)CC2=O (stereo not drawn)	9%	0	-14%	-1%	83%[activator]	-2%	12%	-2%	17%
O=C(Nc1ccc(Nc2ccccc2)cc1)c1ccccc1	-15%	-18	.	i	-7%	.	9%	.	.
CCN(CC)c1ccc(NC2CC(=O)N(CCc3ccc(OC)cc3)C2=O)cc1 (stereo not drawn)	-33%	-38	-14%	-3%	?	-3%	-14%	-27%	?
CC(C)CN1C2CCCC1CC(NC(=O)c1ccc([N+](=O)[O-])cc1)C2 (stereo not drawn)	1%	-11	-3%	i	26%	-5%	11%	1%	8%
CN(C)c1ccc(N=Nc2cccc(F)c2)cc1	7%	8	1%	-7%	58%[activator]	49%[activator]	-13%	-5%	0%
O=C(CCNS(=O)(=O)c1ccc(Cl)cc1)N1CCOCC1	-16%	4	-4%	8%	29%	25%	-22%	-1%	46%
COc1ccc(C(=O)C2CCCN(Cc3cn[nH]c3-c3ccc(F)cc3)C2)cc1OC (stereo not drawn)	-21%	-8	-6%	-2%	15%	6%	-4%	-5%	-22%
CCOc1ccc(-c2cc3nc(C4CCN(C(=O)OC(C)(C)C)CC4)c(C(=O)Nc4ccc(C)c(F)c4)cn3n2)cc1	-17%	-14	-15%	6%	26%	.	4%	2%	26%
CC(=O)Nc1nnc(-c2c(-c3ccccc3Cl)noc2C)o1	-14%	-17	4%	-6%	-16%	1%	-1%	-3%	19%
COc1ccc(NC(=O)N2CCC(C(=O)c3ccc(F)cc3)CC2)cc1	-11%	-23	-12%	0%	0%	-4%	7%	-4%	18%
Cc1ccc(S(=O)(=O)NCCCCCC(=O)Nc2ccccc2)cc1	-17%	-12	-2%	5%	28%	7%	-6%	1%	15%
Cc1cccc(CSc2cn(CC(=O)N3CCCC3)c3ccccc23)c1	-13%	?	4%	-3%	4%	.	-22%	-10%	?
NC(=O)C1CCN(C(=O)COc2ccc3ccccc3c2Br)CC1	4%	-5	-4%	-3%	8%	13%	-15%	-1%	34%
COc1cccc(N2CCN(c3ncccn3)CC2)c1	-9%	3	-10%	-1%	5%	-4%	-3%	-2%	12%
Cc1ccnc(NS(=O)(=O)c2ccc(NC(=O)c3ccc(C)o3)cc2)n1	-10%	0	2%	-4%	12%	-2%	7%	4%	0%

High-throughput results (PubChem BioAssay)

Some of the compounds tested; count on the stated rates, not on these rows.
